Screens deposited in PubChem by several laboratories.
AI-2 QS mod = modulators of Vibrio harveyi AI-2 quorum sensing system; activity change, % at 7.5 µM; 300,000 tested, 0.4% active; Vibrio harveyi JMH597 AI-2 luminescence/OD600 ratio, 9 h; active compounds read low; strain lacks LuxN and CqsS sensors; 0 = neutral-control median; AID 2094; in the data active = activity change below about -75%, passing the limit was not always enough;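 also: luminescence divided by OD600 gain over 9 h not by final OD600 alone; inactives centre near 13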
HSF-1 act = increases HSF-1 driven luciferase reporter signal; NIH3T3-HGL HSF-1 luciferase reporter, MG132, 8 h; 100% = twice DMSO control signal; activation, % at 9 µM; 300,000 tested, 1.7% active; AID 504408;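 active = mean replicate activation of at least 50% with a set share of replicates each reaching 50%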;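 also: 0% = median of the neutral control wells and 100% = twice that signal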
IEC-6 cytotox = IEC-6 cytotoxicity, counter-screen for KLF5 inhibitors. luminescence viability. inhibition, % at 5 µM. 290,000 tested, 0.78% active; in the data active = inhibition above about 22%;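 also: 0% = plate median of test compound wells and 100% = cytotoxic reference compound wells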
KLF5 inhibitor = kruppel-like factor 5 inhibition. inhibition, % at 5 µM. 290,000 tested, 0.23% active. DLD-1 KLF5 promoter-luciferase reporter, luminescence;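 active = inhibition above a per-plate limit of that plate's mean compound inhibition plus 3 SD, cut at about 60% in these data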;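 also: 0% = DMSO wells and 100% = LY294002 at 200 µM; higher means less KLF5 promoter-driven luciferase light; inactives centre near -14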
HIF activator = HIF pathway transcriptional activation | 300,000 tested, 0.32% active | AID 1910 | U2OS HRE-luciferase reporter, luminescence; normalized: DMSO 0%, desferrioxamine 100% | activation, % at 7.5 µM (by protocol);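 active = mean activation of at least 10% of the iron chelator positive control signal, with at least half of replicates also reaching 10%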
Platelet DG rel = platelet dense granule release activity | human platelet-rich plasma, SFLLRN dense granule ATP release, luminescence | inhibition, %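 (compounds screened at 7.5 µM in platelet-rich plasma)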 | 300,000 tested, 0.22% active;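 active = mean replicate score, as percent of positive control, at or above 50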
HSP90 inh = blocks HSP90-mediated luciferase refolding in reticulocyte lysate; Rabbit reticulocyte lysate, luciferase refolding luminescence, 3 h; inhibition, % at 5.6 µM; 290,000 tested, 0.91% active;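 active = inhibition above the screen-wide mean plus 3 SD, computed separately per campaign, cut at about 16% in these data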;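 also: 0% = DMSO wells and 100% = 60 µM geldanamycin wells; inhibitors lower the luminescence because luciferase stays unfolded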
HSF1 inhib = HSF1 inhibition. NIH3T3-HGL HSE-luciferase, MG132-induced, luminescence 8 h; active compounds read low. activity change, negative = inhibition, % at 7.5 µM (by protocol). AID 2098. 300,000 tested, 0.77% active;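 active = more than half of replicate wells show activity change below -50%, luminescence cut by over half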;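 also: luciferase reports HSF-1 transcriptional activity via heat shock element; 0% = median of DMSO wells and -100% = zero luminescence signal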
aSyn 5UTR inh = 5' untranslated region of α-synuclein, MLPCN primary screen; alpha-synuclein 5'UTR reporter, inhibitor activity; inhibition, % (tested at 7.5 µM); 300,000 tested, 0.82% active; AID 1813; in the data active = inhibition above about 60%;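 also: H4 neuroglioblastoma cells stably carrying SNCA 5'UTR luciferase fusion; 0% = DMSO wells and 100% = positive control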
SKKanGAS inh = blocks kanamycin growth of S. pyogenes SKKanGAS strain. inhibition, % at 7.5 µM. BacTiter-Glo, 6 h. 300,000 tested, 1.3% active;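 active = mean replicate score, as percent of positive control median, at least 50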;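 also: strain carries kanamycin resistance gene driven by streptokinase promoter and grows in 40 µg/ml kanamycin; loss of luminescence reflects streptokinase promoter inhibition or plain growth inhibition; 0% = median of DMSO wells and 100% = positive control at its reference dose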
An asterisk follows results filed as active; . = no result given.

[1] COc1ccc(/C=N/NC(=O)CNc2ccc(Br)cc2)c(C(=O)O)c1OC
[2] COc1ccc(NS(=O)(=O)c2ccc(Cl)c(N)c2)cc1Br
[3] O=C1C(Cl)=C(N2CCC(C(=O)O)CC2)C(=O)c2ccccc21
[4] Cc1cc(C)cc(C(=O)NC(CC(N)=O)c2ccc(N3CCC(Cc4ccccc4)CC3)c([N+](=O)[O-])c2)c1 (configuration not stated)
[5] O=[N+]([O-])c1cc(C(F)(F)F)ccc1NCCc1ccccn1
[6] O=C(c1ccc2nsnc2c1)N1CCN(c2ccc([N+](=O)[O-])cc2)CC1
screen / no. | 1 | 2 | 3 | 4 | 5 | 6
AI-2 QS mod | 14 | 16 | 21 | 8 | -2 | 0
HSF-1 act | 10 | 16 | 16 | -11 | 22 | -9
IEC-6 cytotox | 2 | 0 | 0 | -3 | . | 8
KLF5 inhibitor | -6 | -16 | 0 | -26 | . | -28
HIF activator | 0.4 | 2.3 | -0.6 | -0.8 | 1.2 | -0.2
Platelet DG rel | -5 | -3 | -7 | -2 | -10 | 9
HSP90 inh | 1 | 3 | 10 | -2 | . | 1
HSF1 inhib | 6 | -1 | 4 | 1 | 15 | 2
aSyn 5UTR inh | -9 | 13 | 17 | 8 | -47 | 19
SKKanGAS inh | -2 | 8 | 16 | 35 | 5 | -4

Structures from the list above with a carbonyl joined to an NH by a bond outside any ring (two):
[1] COc1ccc(/C=N/NC(=O)CNc2ccc(Br)cc2)c(C(=O)O)c1OC
[4] Cc1cc(C)cc(C(=O)NC(CC(N)=O)c2ccc(N3CCC(Cc4ccccc4)CC3)c([N+](=O)[O-])c2)c1 (configuration not stated)
screen / no. | 1 | 4
AI-2 QS mod | 14 | 8
HSF-1 act | 10 | -11
IEC-6 cytotox | 2 | -3
KLF5 inhibitor | -6 | -26
HIF activator | 0.4 | -0.8
Platelet DG rel | -5 | -2
HSP90 inh | 1 | -2
HSF1 inhib | 6 | 1
aSyn 5UTR inh | -9 | 8
SKKanGAS inh | -2 | 35

The results go on:
[7] Fc1ccccc1Nc1nc(Cl)nc(Cl)n1
[8] Cc1cccn2c(=O)c(C=O)c(Sc3ncccn3)nc12
[9] CC1=C(C)C(=O)N(C(C)CCc2ccccc2)C1=O (configuration not stated)
[10] O=C(Nc1ccc(S(=O)(=O)Nc2ccccn2)cc1)c1ccccc1
[11] COCCCNC(=O)c1ccc(CS(=O)(=O)c2cccc(C(F)(F)F)c2)o1
[12] CCc1ccc(NC(=O)Cn2nnc(-c3ccc(C)cc3-n3cnnn3)n2)cc1
screen / no. | 7 | 8 | 9 | 10 | 11 | 12
AI-2 QS mod | 9 | 17 | 20 | -30 | 5 | 16
HSF-1 act | -13 | 19 | 0 | -1 | -3 | 12
IEC-6 cytotox | -3 | -3 | 0 | 0 | -1 | -6
KLF5 inhibitor | -7 | 4 | -30 | -25 | -101 | -9
HIF activator | -0.2 | -0.9 | -0.7 | 0.3 | 0.7 | 0.0
Platelet DG rel | 4 | 3 | -2 | -22 | 0 | 2
HSP90 inh | 1 | 0 | -2 | 3 | -5 | 0
HSF1 inhib | 1 | 10 | -1 | -8 | -6 | 3
aSyn 5UTR inh | -15 | -31 | 20 | -6 | 4 | 7
SKKanGAS inh | 1 | 1 | 1 | -3 | 5 | 2

Part of the list above, with two lines to a compound.
Below each SMILES – AI-2 QS mod, HSF-1 act, IEC-6 cytotox, KLF5 inhibitor, HIF activator, Platelet DG rel, HSP90 inh, HSF1 inhib, aSyn 5UTR inh, SKKanGAS inh
#1 COc1ccc(/C=N/NC(=O)CNc2ccc(Br)cc2)c(C(=O)O)c1OC
  14, 10, 2, -6, 0.4, -5, 1, 6, -9, -2
#2 COc1ccc(NS(=O)(=O)c2ccc(Cl)c(N)c2)cc1Br
  16, 16, 0, -16, 2.3, -3, 3, -1, 13, 8
#3 O=C1C(Cl)=C(N2CCC(C(=O)O)CC2)C(=O)c2ccccc21
  21, 16, 0, 0, -0.6, -7, 10, 4, 17, 16
#4 Cc1cc(C)cc(C(=O)NC(CC(N)=O)c2ccc(N3CCC(Cc4ccccc4)CC3)c([N+](=O)[O-])c2)c1 (configuration not stated)
  8, -11, -3, -26, -0.8, -2, -2, 1, 8, 35
#5 O=[N+]([O-])c1cc(C(F)(F)F)ccc1NCCc1ccccn1
  -2, 22, ., ., 1.2, -10, ., 15, -47, 5
#6 O=C(c1ccc2nsnc2c1)N1CCN(c2ccc([N+](=O)[O-])cc2)CC1
  0, -9, 8, -28, -0.2, 9, 1, 2, 19, -4
#7 Fc1ccccc1Nc1nc(Cl)nc(Cl)n1
  9, -13, -3, -7, -0.2, 4, 1, 1, -15, 1
#8 Cc1cccn2c(=O)c(C=O)c(Sc3ncccn3)nc12
  17, 19, -3, 4, -0.9, 3, 0, 10, -31, 1
#9 CC1=C(C)C(=O)N(C(C)CCc2ccccc2)C1=O (configuration not stated)
  20, 0, 0, -30, -0.7, -2, -2, -1, 20, 1

Further records:
[13] CCCC(=O)Nc1cc(C(=O)O)ccc1S(=O)(=O)c1ccc(Cl)cc1
[14] CC(=O)Nc1c(O)c2ccccc2[nH]c1=O
[15] CCC(C)(C(=O)NC1CCCC1)N(C(=O)Cc1cccs1)c1c(C)n(C)n(-c2ccccc2)c1=O (configuration not stated)
[16] COc1ccc(Nc2nccc(-c3ccc([N+](=O)[O-])cc3)n2)cc1
[17] COc1cccc(NC(=O)CN(C)C(=O)CSCc2nc3scc(-c4cccs4)c3c(=O)[nH]2)c1
[18] CCN(CC(=O)Nc1c(F)cccc1F)C(=O)COc1cccc2c1OC(C)(C)C2
screen / no. | 13 | 14 | 15 | 16 | 17 | 18
AI-2 QS mod | 32 | 22 | 14 | 10 | 14 | 8
HSF-1 act | -19 | -5 | 19 | 19 | 1 | 5
IEC-6 cytotox | 0 | 1 | 0 | -34 | . | .
KLF5 inhibitor | -11 | -1 | -40 | -11 | . | .
HIF activator | -0.4 | 0.1 | -0.2 | -21 | -0.1 | 0.0
Platelet DG rel | 11 | 9 | 8 | 8 | -3 | 4
HSP90 inh | -2 | 4 | 1 | 6 | . | .
HSF1 inhib | -12 | -5 | -1 | 2 | 2 | 1
aSyn 5UTR inh | -5 | -14 | 11 | -57 | -4 | -10
SKKanGAS inh | 4 | -2 | 6 | 0 | -3 | 1

[19] CC(C(=O)OCc1nnc(-c2ccccc2)o1)N1C(=O)C2CCCCC2C1=O (configuration not stated)
[20] COc1ccc(-c2nc3ccccc3n2CCC(C)C)cc1OC
[21] Cc1ccc(NC(=S)Nc2cc(-c3ccccc3)[nH]n2)cc1Cl
[22] COc1ccc(OC)c(S(=O)(=O)N2CCC(C(=O)N3CCN(Cc4ccccc4)CC3)CC2)c1
[23] c1ccc2c(c1)Nc1ccncc1S2
[24] CC1(C)CC(=O)C(C(C2=C(O)CC(C)(C)CC2=O)c2cccnc2)C(=O)C1 (configuration not stated)
[25] CS(=O)(=O)N1CCc2nc(-c3ccccc3)sc2C1
[26] CCC(=O)N(CCC(c1ccccc1)c1ccco1)Cc1cccs1 (configuration not stated)
[27] CC(Cc1cnccn1)NC(=O)c1cc(COc2ccc(F)cc2F)on1 (configuration not stated)
screen / no. | 19 | 20 | 21 | 22 | 23 | 24 | 25 | 26 | 27
AI-2 QS mod | 23 | 17 | 26 | 11 | 3 | 16 | 15 | 28 | -52
HSF-1 act | 42 | 5 | . | 11 | . | 13 | 22 | -13 | 4
IEC-6 cytotox | 6 | 0 | 1 | 12 | 7 | -5 | 4 | -3 | 10
KLF5 inhibitor | -10 | -36 | 14 | -27 | -12 | -7 | -122 | 0 | -7
HIF activator | 2.1 | 0.0 | . | -1.7 | 1.0 | -0.1 | 2.4 | -1.5 | 0.0
Platelet DG rel | -1 | 7 | . | -5 | -6 | -6 | -4 | 7 | 1
HSP90 inh | 3 | 5 | 0 | 2 | -3 | 1 | 6 | 3 | -5
HSF1 inhib | 7 | 7 | . | -3 | 7 | -5 | 9 | -1 | -1
aSyn 5UTR inh | -63 | -6 | . | 19 | 31 | -9 | -90 | -10 | 27
SKKanGAS inh | 18 | -3 | . | 0 | -8 | -1 | 0 | 4 | 7
